Dyrk1A ADPGlo = Dyrk1A (rat) kinase inhibition; Q63470; ADP-Glo luminescence, NFATc1 peptide; inhibition, % at 12.5 µM; 0.43% of 310,000 active; in the data active means inhibition above about 50%;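 further: plate controls were vehicle with enzyme for no effect and no enzyme for full effect; many of its hits are not listed in these tables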
HSF1 inhib = HSF1 inhibition; NIH3T3-HGL HSE-luciferase, MG132-induced, luminescence 8 h; hits give low values; activity change, negative = inhibition, % at 7.5 µM (by protocol); 0.77% of 300,000 active;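 active means more than half of replicate wells show activity change below -50%, luminescence cut by over half; inconclusive means some wells, but at most half, below -50%; inactive means no replicate well below -50%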;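 further: luciferase reports HSF-1 transcriptional activity via heat shock element; 0% = median of DMSO wells and -100% = zero luminescence signal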
Platelet DG rel = platelet dense granule release activity; 0.22% of 300,000 active; inhibition, %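 (compounds screened at 7.5 µM in platelet-rich plasma)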; AID 1663; human platelet-rich plasma, SFLLRN dense granule ATP release, luminescence;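 active means mean replicate score, as percent of positive control, at or above 50; inconclusive means mean below 50 but at least one replicate at or above 50; inactive means mean and every replicate below 50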
KLF5 inhibitor = kruppel-like factor 5 inhibition. DLD-1 KLF5 promoter-luciferase reporter, luminescence. inhibition, % at 5 µM. 0.23% of 290,000 active;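 active means inhibition above a per-plate limit of that plate's mean compound inhibition plus 3 SD, cut at about 60% in these data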;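 further: 0% = DMSO wells and 100% = LY294002 at 200 µM; higher means less KLF5 promoter-driven luciferase light; inactives centre near -14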
GSK3B inh = human GSK3beta kinase inhibition; P49841; GST-GSK3beta kinase, ADP-Glo luminescence, 60 min; hits give low values; activity score (negative = inhibition), % at 10 µM; 0.038% of 300,000 active; AID 2097;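 active means more than half of replicate wells score below -50%, meaning over 50% inhibition versus plate controls; inconclusive means some replicates but at most half score below -50%; inactive means no replicate scores below -50%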;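 further: 0% = median DMSO wells and -100% = median GW8510 positive control wells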
Target sequence (P49841 whole entry, looked up): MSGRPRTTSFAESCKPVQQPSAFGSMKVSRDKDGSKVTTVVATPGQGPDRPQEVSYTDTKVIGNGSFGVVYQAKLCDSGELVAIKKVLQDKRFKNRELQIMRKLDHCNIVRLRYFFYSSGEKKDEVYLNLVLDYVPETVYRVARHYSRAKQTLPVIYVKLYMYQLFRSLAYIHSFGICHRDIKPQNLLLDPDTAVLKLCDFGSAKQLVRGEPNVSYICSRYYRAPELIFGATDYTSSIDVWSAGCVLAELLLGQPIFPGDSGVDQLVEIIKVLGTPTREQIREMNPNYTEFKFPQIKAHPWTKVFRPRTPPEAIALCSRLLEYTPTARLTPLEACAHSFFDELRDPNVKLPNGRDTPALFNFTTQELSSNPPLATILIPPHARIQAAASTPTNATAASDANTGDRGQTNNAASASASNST
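Test system – GST-tagged human GSK3beta kinase, cell-free · Incubation – 60 min enzyme reaction, room temperature · Signal – ADP-Glo luminescence · Also added – peptide substrate and ATP at 25 µM · Controls – DMSO neutral wells and GW8510 at 20 µM as positive · Buffer or medium – Tris/MgCl2 kinase buffer · Measure – Luminescence-derived activity versus plate DMSO and GW8510 wells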
HSP90 refold inh = HSP90 refolding inhibition in rabbit reticulocyte lysate; inhibition, % at 5.6 µM; luciferase refolding luminescence, 3 h; AID 1789; 0.91% of 290,000 active;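 active means inhibition above the screen-wide mean plus 3 SD, computed separately per campaign, cut at about 16% in these data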;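 further: 0% = DMSO wells and 100% = 60 µM geldanamycin wells; inhibitors lower the luminescence because luciferase stays unfolded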
GSK3 alpha inh = inhibitors of human GSK-3 alpha kinase; P49840; ADP-Glo luminescence, 60 min; inhibition, % at 10 µM; 0.1% of 320,000 active;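 in the data active means inhibition above about 50%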;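 further: GST-tagged GSK-3 alpha with peptide substrate and 25 µM ATP; 0% = DMSO neutral wells and 100% = GW8510 positive control wells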
Target sequence (P49840 whole entry, looked up): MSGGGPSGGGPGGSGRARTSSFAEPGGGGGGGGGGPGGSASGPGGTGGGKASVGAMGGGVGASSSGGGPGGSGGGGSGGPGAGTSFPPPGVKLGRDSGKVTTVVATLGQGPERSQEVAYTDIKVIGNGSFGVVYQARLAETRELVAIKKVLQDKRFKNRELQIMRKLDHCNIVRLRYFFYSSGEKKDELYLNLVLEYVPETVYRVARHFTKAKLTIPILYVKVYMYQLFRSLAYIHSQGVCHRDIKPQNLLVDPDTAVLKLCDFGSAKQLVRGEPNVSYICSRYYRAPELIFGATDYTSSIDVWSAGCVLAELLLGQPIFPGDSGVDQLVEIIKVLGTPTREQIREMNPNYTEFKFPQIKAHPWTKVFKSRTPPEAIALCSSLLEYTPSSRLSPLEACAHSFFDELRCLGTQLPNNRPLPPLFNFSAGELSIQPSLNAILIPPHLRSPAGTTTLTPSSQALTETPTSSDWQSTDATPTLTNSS
IEC-6 tox = counter-screen for KLF5 inhibitors: cytotoxicity in IEC-6 cells | AID 1825 | IEC-6 cytotoxicity, luminescence viability | 0.78% of 290,000 active | inhibition, % at 5 µM; in the data active means inhibition above about 22%;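 further: 0% = plate median of test compound wells and 100% = cytotoxic reference compound wells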
HSF1 activator = increases HSF-1 driven luciferase reporter signal; 1.7% of 300,000 active; activation, % at 9 µM; NIH3T3-HGL HSF-1 luciferase reporter, MG132, 8 h; 100% = twice DMSO control signal; AID 504408;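 active means mean replicate activation of at least 50% with a set share of replicates each reaching 50%; inconclusive means only one of those two conditions met; inactive means mean below 50% and too few replicates reaching it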;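 further: 0% = median of the neutral control wells and 100% = twice that signal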
aSyn 5UTR inh = 5' untranslated region of α-synuclein, MLPCN primary screen; alpha-synuclein 5'UTR reporter, inhibitor activity; inhibition, % (tested at 7.5 µM); 0.82% of 300,000 active; AID 1813; in the data active means inhibition above about 60%; inconclusive means no clear call, values can overlap the other calls;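 further: H4 neuroglioblastoma cells stably carrying SNCA 5'UTR luciferase fusion; 0% = DMSO wells and 100% = positive control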
* = called active by the depositor; ? = inconclusive; / = no result given.

SMILES	Dyrk1A ADPGlo	HSF1 inhib	Platelet DG rel	KLF5 inhibitor	GSK3B inh	HSP90 refold inh	GSK3 alpha inh	IEC-6 tox	HSF1 activator	aSyn 5UTR inh
CCOC(=O)N1CCC(NC(=O)CC2C(=O)NCCN2Cc2cccc(F)c2F)CC1 (stereo not drawn)	-2.5	-5.4	1.6	-15.0	0.9	-0.8	-1.7	-5.5	-4.9	9.8
O=C(CSc1ccc2nnc(CCNC(=O)c3ccccc3)n2n1)NCc1ccccc1	2.3	6.8	1.3	-16.9	-0.4	2.3	-2.0	6.5	30.1	-1.3
COc1ccc(/C=C/c2onc(C)c2S(=O)(=O)N2CCC(C(=O)N3CCCCCC3)CC2)cc1	-0.5	11.6	4.4	-3.9	0.6	3.8	-0.1	2.3	24.0	3.5
N#C/C(=C/c1ccc(-c2cc(C(=O)O)cc(C(=O)O)c2)o1)c1nc2ccccc2s1	/	7.6	19.5	-1.1	-1.7	2.1	18.6	-13.7	21.3	-9.2
COc1ccc(NC2C=CS(=O)(=O)C2)cc1 (stereo not drawn)	6.5	-9.6	3.7	-14.2	2.5	0.6	-0.5	2.4	-15.2	-31.5
CC1CN(C(=O)Nc2ccc3c(c2)OCCO3)CC(C)O1 (stereo not drawn)	/	-57.9*	0.6	-39.9	4.9	-3.7	-2.6	-3.6	-64.2	-2.4
Cc1ccc(OCCNC(=O)/C=C/c2ccccc2)cc1C	2.0	9.1	-10.8	-7.0	-4.6	-0.9	0.1	-1.6	24.6	2.0
COc1cc(CC(=O)OCC(=O)NC2CC2)cc(OC)c1OC	-2.7	-7.8	-9.1	-10.3	4.7	-2.7	-2.4	4.3	-0.6	6.7
Cc1ccc(NC(=O)c2ccn(C(=O)Nc3ccccc3)n2)c(C)c1	-1.2	2.4	-1.4	-45.9	-7.7	-3.9	-2.1	-6.2	33.0	-69.3
COc1cccc2[nH]c3c(N4CCCCC4)ncnc3c12	-0.7	12.7	-1.6	-30.3	1.6	-2.3	-3.7	0.2	3.3	-9.6
Cc1ccc(C(=O)O)cc1N1C(=O)CCCC1=O	0.8	-5.3	-0.6	-9.0	-1.8	1.9	-4.8	-0.6	-0.7	0.9
COc1ccc(CCN2CC(C(=O)NCCc3ccccn3)CCC2=O)cc1 (stereo not drawn)	0.0	3.1	-0.8	-14.6	4.0	-2.0	1.6	-2.2	-7.6	8.0
Cc1ccc(-c2cc(C(F)(F)F)n3ncc(C(=O)N4CCCCC4c4cccnc4)c3n2)cc1 (stereo not drawn)	6.9	-6.5	6.4	10.7	7.3	-5.8	/	0.6	-3.1	13.4
CCOc1ccccc1C(=O)Nc1cc2c(cc1N1CCCC1)n(CC)c(=O)n2CC	1.3	2.9	-0.9	-39.9	/	-5.3	0.4	-1.8	-6.2	11.8
CCN(C(=O)COC(=O)C(Cc1ccccc1)N1C(=O)c2ccccc2C1=O)C1CCS(=O)(=O)C1 (stereo not drawn)	3.5	2.4	4.4	0.3	5.3	-1.2	-1.3	-0.3	-13.8	-21.8
CCCCN1C(=O)C(=O)NC[C@@H]1C(C)CC (stereo partly drawn)	4.9	-3.6	3.1	/	3.8	/	-1.4	/	-11.6	21.4
Cc1cccc(NC(=O)c2ccc(S(=O)(=O)N3CCCCC3C)cc2)n1 (stereo not drawn)	4.4	6.3	-8.5	-51.7	1.7	-0.7	0.2	-1.3	5.6	-11.7
CCCn1c(-c2ccc[nH]c2=O)nc2ccccc21	0.8	-6.1	0.8	-21.6	1.9	-1.7	-1.0	-8.6	1.7	16.8
CCOC(=O)C1=C(N)N(c2ccc(C)cc2)C2=C(C(=O)CCC2)C1c1cccs1 (stereo not drawn)	2.9	1.3	-5.8	-36.4	-1.1	1.6	-0.7	-3.4	32.3	12.6
CCOC(=O)C1(P(=O)(c2ccc(Cl)cc2)c2ccc(Cl)cc2)CCC1	4.4	6.2	10.5	4.7	-1.2	6.1	-2.5	1.7	-13.6	-16.3
CNC(=S)Nc1cc2oc3ccccc3c2cc1OC	11.2	1.7	-2.7	-32.0	-3.1	-6.5	1.1	1.5	-5.5	7.5
Nc1c(-c2ccc(Cl)cc2)cnn1-c1ccccc1	9.2	8.0	37.0	-163.2	1.4	10.9	0.7	2.8	21.4	-180.5
O=C(CN(CCc1ccccc1)C(=O)CNS(=O)(=O)c1ccccc1)NCc1ccco1	-6.1	-4.3	6.7	-26.1	1.4	4.6	2.0	-3.0	3.8	11.8
Cc1ccc2c(c1)cc(CN(Cc1ccc3c(c1)OCO3)S(=O)(=O)c1ccccc1)c1nnnn12	-4.6	8.2	5.5	-7.9	-0.8	-2.8	-0.7	3.1	17.3	28.4
Cc1ccc(C(=O)c2nocc2C(=O)c2cccs2)cc1	-4.8	11.8	5.4	-24.9	2.6	2.4	/	-4.5	24.8	5.6
COc1ccc(N(CC(=O)Nc2nccs2)S(=O)(=O)c2c(C)nn(C)c2C)cc1	-0.8	/	/	-15.8	/	-0.7	-0.1	1.8	/	/
COc1cc(CN2CCNC(=O)C2CC(=O)NCCC2=CCCCC2)cc(OC)c1 (stereo not drawn)	4.5	9.6	-2.7	12.3	-2.9	-0.9	1.7	-2.6	35.4	-2.9
Cc1cc(C)cc(NC(=O)CNC(c2ccccc2)c2ccccc2)c1	-5.1	2.6	-0.6	-10.5	-1.4	1.7	-0.4	-0.8	-2.0	6.3
COc1ccc(COC(=O)CCS(=O)(=O)c2ccc(C)cc2)cc1F	/	-8.9	-41.1	/	6.0	/	-1.1	/	6.9	-2.8
CC1CCc2sc(C(=O)NNC(=S)NCC3CCCO3)cc2C1 (stereo not drawn)	5.0	12.4	22.2	-48.5	-1.4	-1.6	-1.2	2.5	18.9	-5.2
Cc1ccc(C(=O)NCCC(=O)N2CCOCC2)cc1	-3.0	20.0	-20.6	-118.8	-0.6	0.7	1.1	-2.6	32.0	-101.5
Nc1nonc1C(=O)OCC(=O)N1CCOCC1	-2.6	-17.4	-0.1	-32.8	-0.1	-1.3	-2.0	-1.9	-38.1	-0.9
Cc1cccc(C(=O)N2N=C(c3ccc(NS(C)(=O)=O)cc3)CC2c2cccs2)c1 (stereo not drawn)	-0.3	34.7	-6.4	-15.7	-3.9	5.6	2.9	4.5	49.5	13.8
CCN(C(=O)COC(=O)CNS(=O)(=O)c1ccc(SC)c([N+](=O)[O-])c1)C1CCCCC1	/	-2.0	1.9	/	0.9	/	-0.2	/	-13.4	-6.0
Cc1cc(C(=O)CN2C(=O)NC(Cc3c[nH]c4ccccc34)C2=O)c(C)n1C (stereo not drawn)	1.1	3.5	1.6	-1.2	-2.1	0.1	-0.3	-1.5	-0.9	-13.2
COC(=O)C(C#N)C(c1cccnc1)c1c(C)[nH][nH]c1=O (stereo not drawn)	-3.8	2.9	-2.3	-30.8	2.0	1.8	-2.9	0.0	13.5	-6.1
O=C(c1cccn2c(=O)c3ccc(Cl)cc3nc12)N1CCN(Cc2ccc3c(c2)OCO3)CC1	6.1	-0.2	1.4	-47.3	0.1	2.8	2.9	-0.7	12.9	-3.1
C=C(C)Cn1cnc2c(oc3nc4c(cc32)CCCC4)c1=O	-3.5	8.6	5.2	-111.8	0.9	-0.2	-3.7	-3.5	43.9	-85.0
O=C(CCc1ccc(S(=O)(=O)N2CCOCC2)cc1)N1CCc2ccccc2C1	1.9	-0.1	7.7	5.1	-4.5	-5.5	-3.7	-3.7	1.0	-2.3
CC1Cc2nc(SCC(=O)NCCc3ccccc3)n(C)c(=O)c2S1 (stereo not drawn)	1.4	-1.8	6.3	-16.0	0.3	-1.3	1.5	-2.8	-4.2	8.6
Cc1ccccc1C(=O)Nc1ccnn1C1CCN(C(=O)C2CCOC2)CC1 (stereo not drawn)	2.5	-6.1	-1.6	-34.8	-3.8	-4.1	-0.4	-9.6	12.1	5.5
FC(F)(F)c1ccc(CN2C[C@@H]3C(c4ccccc4)C4(c5cccnc5)CC3(C4)[C@H]2c2ccccc2)cc1 (stereo partly drawn)	5.3	9.9	1.4	/	0.4	/	-1.7	/	-4.6	28.7
CC(C)C(=O)NC(c1ccccc1Cl)c1c(O)ccc2ccccc12 (stereo not drawn)	4.2	8.2	3.9	4.2	-1.7	-6.5	4.6	-0.4	20.5	7.5
COc1ccc(NC(=O)COc2cc(C)cc(C)c2)cc1S(=O)(=O)N1CCCCC1	6.4	-6.8	-31.3	/	-5.6	/	/	/	-23.3	-49.4
O=C(CCN1C(=O)COc2ccccc21)NCCN1CCOCC1	11.8	-6.6	-2.7	-16.3	1.8	7.4	4.4	2.9	6.6	-1.1
COc1ccc(C(=O)Nc2c(C)cc(C)cc2C)cc1OC	-1.4	-2.2	3.8	-7.8	-2.6	-6.0	-3.9	3.9	-13.4	5.8
CN1CCN(C(=O)C2CCCCC2C(=O)O)CC1 (stereo not drawn)	-2.8	-3.5	11.5	0.1	2.2	1.1	/	2.2	5.9	-10.3
CCC(CC)NC(=O)c1cccc(NC(=O)C(C)C)c1	-4.0	-0.2	9.1	3.0	1.3	-2.1	-0.3	-3.4	-4.6	-2.3
O=C(O)Cc1sc(N/N=C\c2ccccc2)nc1-c1ccccc1	-5.2	43.2	-4.2	-20.9	-1.8	-1.2	-0.4	6.5	60.0*	-255.9
COc1ccc(OC)c(-c2cc(C(=O)Nc3c(C)nn(Cc4ccc(Cl)cc4)c3C)no2)c1	7.4	14.2	10.6	-16.6	0.0	-4.0	/	-5.1	19.8	?
Oc1ccc(Br)cc1C=Nc1cccn2cc(-c3ccccc3)nc12	-1.0	8.0	10.5	-37.7	1.5	2.5	2.5	1.9	10.6	-80.4
NC(=O)C1CCN(C(=O)c2ccc3c(=O)n(Cc4ccco4)c(SCc4ccc([N+](=O)[O-])cc4)nc3c2)CC1	-0.5	21.3	0.3	0.9	-2.5	-0.8	-1.4	1.5	33.5	8.3
O=C(CSc1n[nH]c(=O)n1Cc1ccco1)c1ccc(F)cc1	/	-1.8	14.4	-22.0	-0.1	3.0	0.4	1.6	10.0	-10.9
COc1ccc(NC(=O)N/C=C/c2ccco2)cc1	1.0	-17.3	-4.0	-30.5	-3.3	-2.1	1.8	-2.4	-6.7	-5.5
NC(=O)Cn1nc(-c2ccccc2)nc1-c1ccccc1	/	1.2	1.6	/	-1.7	/	-2.2	/	17.1	5.5
COc1cccc(N2CCN(C(=O)CC(C)(C)CC3=NS(=O)(=O)c4ccccc4N3)CC2)c1	8.3	8.9	0.6	2.8	-4.3	6.6	-2.3	7.2	1.5	-22.5

Screening results: PubChem, several laboratories

Only part of the results is shown (hit frequency here may not be typical).
